# Compound activity from PubChem BioAssay.
# CatB block: human cathepsin B inhibitors, primary screen, biochemical, fluorogenic substrate. P07858. purified cathepsin B, fluorescence. inhibition, %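 (tested at 10 µM)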. hit rate 0.1% among 63,000; in the data active = inhibition above about 21%;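 note: 0% = enzyme with no compound and 100% = no enzyme blank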
# JNK3 blocker: JNK3 kinase activity inhibitors, primary screen, biochemical, human, purified enzyme | Mitogen-activated protein kinase 10 (Homo sapiens), P53779 | HTS | inhibition, % at 8 µM | hit rate 0.61% among 60,000 | AID 746, 2007; in the data active = inhibition above about 17%;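 note: 0% = DMSO and 100% = reference inhibitor; many of its hits are not listed in these tables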
# Target sequence (P53779 whole entry, looked up): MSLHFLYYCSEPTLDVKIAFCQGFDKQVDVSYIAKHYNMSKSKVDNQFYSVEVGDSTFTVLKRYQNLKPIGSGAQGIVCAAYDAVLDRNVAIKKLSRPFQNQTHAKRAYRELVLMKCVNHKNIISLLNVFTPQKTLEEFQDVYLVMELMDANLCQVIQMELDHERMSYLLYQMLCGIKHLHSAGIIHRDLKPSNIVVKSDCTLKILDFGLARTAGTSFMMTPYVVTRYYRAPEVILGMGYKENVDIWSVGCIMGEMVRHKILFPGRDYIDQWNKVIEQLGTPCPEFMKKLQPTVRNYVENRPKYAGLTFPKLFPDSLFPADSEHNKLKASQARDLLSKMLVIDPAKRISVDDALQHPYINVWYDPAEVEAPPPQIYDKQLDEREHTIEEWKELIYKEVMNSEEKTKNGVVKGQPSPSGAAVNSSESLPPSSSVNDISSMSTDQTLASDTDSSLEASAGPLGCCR
# PKA inh: inhibitors of human PKA kinase activity, primary screen, biochemical, ATP-depletion luminescence, Kemptide substrate; cAMP-dependent protein kinase catalytic subunit alpha (Homo sapiens), P17612; PKA Kemptide phosphorylation, Kinase-Glo ATP luminescence; inhibition, % at 6 µM; hit rate 0.1% among 65,000; AID 524, 2006;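 active = inhibition above the screen-wide mean inhibition plus 3 SD, cut at about 21% in these data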; note: many of its hits are not listed in these tables
# ROCK2 blocker: inhibitors of human ROCK2 kinase, primary screen, biochemical, high-throughput, luminescence | Rho-associated protein kinase 2 (Homo sapiens), O75116 | hit rate 0.35% among 60,000 | inhibition, % at 6 µM | purified ROCK2, Kinase-Glo ATP depletion luminescence;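 active = inhibition above the screen-wide mean inhibition plus 3 SD, cut at about 18% in these data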;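 note: plate controls were DMSO wells for no effect and Y-27632 control wells after no-enzyme background subtraction for full effect; many of its hits are not listed in these tables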
# RORA act: activators of orphan receptor RORA, primary screen, cell-based, luminescence; Nuclear receptor ROR-alpha (Homo sapiens), P35398; CHO-K1 Gal4-RORA LBD luciferase reporter; percent increase over mock-subtracted basal signal; activation, % at 10 µM; hit rate 1.5% among 65,000;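 active = activation above the mean of all tested compounds plus 3 SD, cut at about 49% in these data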;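 note: 0% = DMSO-treated RORA cells and 100% = added signal equal to DMSO minus mock-transfected cells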
# Target sequence (P35398 whole entry, looked up, the tested form may be a part): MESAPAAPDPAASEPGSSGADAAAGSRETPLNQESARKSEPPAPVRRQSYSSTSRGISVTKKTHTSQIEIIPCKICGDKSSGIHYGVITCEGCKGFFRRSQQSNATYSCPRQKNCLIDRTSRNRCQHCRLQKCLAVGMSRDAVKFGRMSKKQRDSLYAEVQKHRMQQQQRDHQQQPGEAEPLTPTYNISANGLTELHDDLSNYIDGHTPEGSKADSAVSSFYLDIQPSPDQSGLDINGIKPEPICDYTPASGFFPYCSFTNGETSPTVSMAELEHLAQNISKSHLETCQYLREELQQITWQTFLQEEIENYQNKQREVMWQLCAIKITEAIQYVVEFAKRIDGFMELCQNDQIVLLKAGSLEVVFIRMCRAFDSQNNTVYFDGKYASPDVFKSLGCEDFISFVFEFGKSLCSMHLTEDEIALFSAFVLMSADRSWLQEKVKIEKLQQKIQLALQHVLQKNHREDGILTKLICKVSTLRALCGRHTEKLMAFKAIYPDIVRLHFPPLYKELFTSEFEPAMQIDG
# AP complement: alternative complement pathway inhibitors, primary screen, biochemical, ELISA, human serum, orthogonally pooled compounds; hit rate 0.08% among 62,000; AID 1235, 2008; LPS-coated ELISA, C3 deposition; tested in compound mixtures; inhibition, % at 5 µM;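 active = inhibition above 30% in each of the two pooled mixtures holding the compound, so the lower value exceeds 30%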;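 note: 0% = serum in Mg-EGTA without compound and 100% = EDTA serum blank; some compounds past the cut are filed as inactive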
#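 Test system: human serum complement alternative pathway, C3 deposition onto LPS / Medium: Mg2+-EGTA GVB++ buffer containing human serum at 1:15 dilution / Probe or stimulus: Plate-bound LPS / Times: 1 h at 37 °C / Signal: ELISA with HRP anti-human C3 antibody, TMB substrate, absorbance 450 nm / Measure: percent inhibition / Repeats: two pool placements per compound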
# CatB mixtures: cathepsin B inhibitors from pooled compounds, primary screen, biochemical, compound mixtures, AMC fluorescence. P07858. Purified cathepsin B, AMC dipeptide fluorescence. inhibition, %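 (ten-compound pools at 5 µM per compound and 50 µM total)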. hit rate 0.06% among 62,000. AID 488, 2006; in the data active = inhibition above about 22%, passing the limit was not always enough;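 note: 0% = enzyme without compound and 100% = no enzyme blank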
# CatS block: inhibitors of human cathepsin S, biochemical, compound mixtures. P25774. recombinant cathepsin S, AMC dipeptide fluorescence, pooled mixtures. inhibition, %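 (tested at 5 µM per compound within 10-compound mixtures)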. hit rate 0.06% among 62,000. AID 501, 2006; in the data active = inhibition above about 32%, passing the limit was not always enough;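 note: 0% = enzyme without compound and 100% = blank without enzyme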
# Ec RNAP inh: E. coli RNAP inhibitors, biochemical. hit rate 0.2% among 62,000. E. coli RNA polymerase, fluorescence transcription assay. inhibition, %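 (tested at 10 µM)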. AID 559, 2006; in the data active = inhibition above about 20%;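 note: 0% = enzyme without compound and 100% = no enzyme blank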
# An asterisk follows results filed as active; · = no result given. Some of the compounds tested. The share of hits here may be higher or lower than overall.
# Every second line gives: PKA inh	CatB mixtures	AP complement	Ec RNAP inh	RORA act	ROCK2 blocker	JNK3 blocker	CatS block	CatB block
CC(=O)Nc1ccccc1-c1ccc(C)o1
  6.9	-8.3	-1.6	3.6	0.8	·	·	-3.9	-1.0
CC1=C(C#N)C(c2cn(-c3ccccc3)nc2-c2cccs2)C(C#N)=C(C)N1
  0.4	3.4	-6.2	3.5	12.4	-1.0	-5.1	1.5	0.6
CCc1nc(C)cn1S(=O)(=O)c1cc(Br)c(C)cc1OC
  7.5	4.2	-10.9	10.4	-12.6	6.1	4.9	11.1	0.6
CCOC(=O)c1nnn(-c2ccccc2C#N)c1C
  10.4	1.3	8.1	17.1	-7.9	3.8	4.8	-6.0	-1.6
C=C(C)CSc1nc2c(c(=O)[nH]c(=O)n2C)n1Cc1ccccc1
  0.6	-0.7	19.9	-7.7	6.3	1.4	3.8	-19.0	0.6
Cc1ccccc1Nc1nc(N)nc(CN(C)c2ccccc2)n1
  10.0	2.2	3.3	9.2	-11.3	·	·	0.8	1.8
O=C(O)c1cccc(CN2C(=O)SC(Nc3ccccc3)C2=O)c1 (stereo not given)
  -6.0	5.7	16.1	4.4	9.3	-1.1	0.3	-0.6	-0.8
CCCC(=O)NCCCc1nc2ccccc2n1C(C)C
  10.0	-0.4	14.0	-0.5	-16.8	6.0	-5.3	-0.5	-0.8
CCSc1nc(N2CCOCC2)c2c(c1C#N)CCCC2
  3.9	-3.8	-7.9	9.0	-7.6	1.6	-6.0	9.8	2.9
Cc1nc2c(c(=O)n1Cc1ccccc1Cl)c1nc3ccccc3nc1n2Cc1ccco1
  -6.1	6.0	8.2	1.1	12.4	4.8	-8.2	17.4	-0.2
O=C(COC(=O)c1ccc(Br)o1)NCc1ccco1
  2.9	2.1	5.3	4.5	1.3	·	·	6.7	4.3
CCCc1cc(=O)oc2cc(OCC(=O)OC)cc(OCC(=O)OC)c12
  6.1	1.6	11.8	1.2	17.5	2.9	3.9	-4.0	6.3
O=C(NCCO)c1cc2ccccc2cc1O
  5.7	2.5	1.3	5.8	3.8	2.5	-4.6	8.5	2.7
CCn1c(COc2ccccc2)nnc1SCC(=O)NC1CCCCC1
  2.4	1.8	9.8	3.1	21.1	2.4	-2.8	6.6	3.3
CCOc1ccc(S(=O)(=O)N(CC(=O)N2CCc3ccccc32)Cc2ccco2)cc1
  6.8	3.3	3.4	8.2	-6.1	3.1	-0.2	-1.5	2.9
CCCN(CC1CC1)S(=O)(=O)c1ccc(S(N)(=O)=O)cc1
  0.2	6.0	8.1	10.0	-1.2	3.4	3.2	0.7	5.4
CCCS(=O)(=O)N1CCC(C(=O)N2CCc3ccccc3C2)CC1
  5.9	2.3	13.6	3.6	4.5	6.3	-1.9	-6.0	4.3
O=C(NCCc1ccc(F)cc1)N1CCOCC1
  -1.0	2.6	8.9	-5.2	13.5	-0.1	1.3	1.0	1.9
Cc1cccc(CN2CCN(CC(=O)NCc3ccc(F)cc3)C2=O)c1
  7.4	-2.9	9.1	3.5	-0.7	6.6	-6.3	-22.1	1.2
COc1cc(C2C(C(=O)c3ccc(C)o3)=C(O)C(=O)N2c2cc(C)on2)cc(Br)c1O (stereo not given)
  4.2	4.1	19.4	3.7	-1.5	3.6	9.7	8.1	-0.2

# (further entries)
# Every second line gives: PKA inh	CatB mixtures	AP complement	Ec RNAP inh	RORA act	ROCK2 blocker	JNK3 blocker	CatS block	CatB block
COC(=O)Nc1ccc(S(=O)(=O)N(C)CC(F)(F)C(F)F)cc1
  6.7	5.5	13.5	6.6	5.7	6.5	1.5	-8.4	0.8
CCN(c1ccccc1)c1nc2ccsc2c(=O)s1
  7.0	3.7	17.4	10.5	28.9	·	·	-5.3	0.6
COc1cc(C(=O)N2CCN(C(=O)c3ccco3)CC2)cc(OC)c1OC
  ·	6.3	0.6	·	·	·	·	12.8	-1.2
Cc1ccc(N(C=NC#N)CC(=O)N2CCN(c3ccccc3)CC2)cc1
  7.0	1.6	-4.2	6.8	2.9	2.2	-2.8	21.4	0.2
Cc1ccc(C(CC(=O)N2CCOCC2)c2ccco2)cc1 (stereo not given)
  0.0	0.1	9.8	7.1	23.6	2.3	4.4	22.2	4.4
Cc1ccc(NC(=O)CN(C)c2ccc(S(=O)(=O)N3CCN(C)CC3)cn2)cc1
  12.3	2.5	-6.8	8.4	-1.8	-3.5	0.6	18.3	6.1
O=C(O)c1ccc2cccc(Cl)c2c1O
  9.9	4.3	-16.1	4.4	18.9	7.8	-4.0	21.0	5.0
CCn1c(CNC(=O)c2ccc(OC)cc2)nnc1SCC(=O)c1ccccc1
  3.2	-6.2	0.2	0.9	7.5	-1.3	-4.5	-8.5	0.5
COC(=O)c1ccccc1NC(=O)C1CCCCC1C(=O)O (stereo not given)
  8.6	3.4	-0.3	4.7	-4.9	·	·	-0.2	1.4
CCOC(=O)CSc1nc2cc(C(=O)NCc3ccco3)ccc2c(=O)n1-c1ccc(F)cc1
  -8.0	2.8	-17.4	-15.2	-19.4	·	·	17.0	2.1
O=C(Nc1ccc2c(c1)OCO2)C1CCN(S(=O)(=O)Cc2ccccc2)CC1
  8.0	0.5	2.3	2.8	-0.7	7.3	-0.5	1.2	3.1
COc1ccc(C)cc1NC(=O)c1ccc(NC(=O)CC2SC(N3CCCC3)=NC2=O)cc1 (stereo not given)
  2.0	-0.8	5.2	-3.5	11.4	10.2	-4.8	4.5	2.3
CCN(CC)S(=O)(=O)c1ccc(F)c(C(=O)NCCCN2CCOCC2)c1
  9.8	6.2	23.4	2.9	-13.4	2.8	4.6	3.7	-5.8
c1ccc(-c2nc(-c3ccco3)cs2)nc1
  6.3	1.2	-4.3	4.4	33.3	4.8	2.2	-7.4	-0.7
COc1ccccc1N1CCN(Cc2nc(N)nc(Nc3ccccc3)n2)CC1
  -11.6	-2.4	18.6	9.6	-11.2	-2.3	-0.3	12.9	-2.5
CC(=O)NCCOc1c(C)cc(S(N)(=O)=O)cc1C
  6.1	-1.2	-3.0	6.2	17.9	2.7	2.5	13.4	5.0
CCN(CC)c1nc2ccccc2n2cnnc12
  -0.3	3.6	20.1	-2.6	-20.4	1.6	2.3	3.8	2.9
OC(COc1ccc(C2C=CCC2)cc1)CN1CCCCC1 (stereo not given)
  -2.0	-4.5	-9.3	8.7	-11.0	-0.4	0.7	0.8	-1.3
Cc1nnc(NC(=O)CSc2nnc(-c3ccoc3C)n2CC(C)C)s1
  -1.5	5.4	4.1	0.1	-8.2	0.0	3.9	-2.7	-0.9
Cc1nccn1-c1c2c(c(C#N)c3nc4ccccc4n13)CCC2
  1.7	3.0	2.7	6.5	-3.5	9.1	7.3	10.2	-0.4

# Next section.
# Every second line gives: PKA inh	CatB mixtures	AP complement	Ec RNAP inh	RORA act	ROCK2 blocker	JNK3 blocker	CatS block	CatB block
CCOc1ccc(S(=O)(=O)N2CCN(C)CC2)c(C)c1C
  10.2	0.5	8.3	1.2	-8.4	5.8	-0.9	-3.5	1.4
CCC(NC(=O)NCc1cccnc1)(C(F)(F)F)C(F)(F)F
  -3.6	4.5	6.1	7.2	-13.0	-1.8	-1.1	4.1	4.8
COc1ccc(Cn2nnnc2C(c2ccc(C)cc2)N2CCN(C3CCCC3)CC2)cc1 (stereo not given)
  7.8	2.8	20.1	-0.7	-0.4	4.0	1.3	-3.1	7.0
COc1cc(-c2nc(-c3ccccn3)no2)cc(OC)c1OC
  -7.8	-1.2	21.4	1.6	35.9	-1.4	-0.6	11.2	-3.7
Nc1nnc(CSCc2ccccc2)s1
  4.9	-2.7	0.3	-5.8	-16.8	1.6	-5.1	-6.5	-1.7
COC(=O)C1=C(C)N2C(=O)CSC2=NC1c1ccc2c(c1)OCO2 (stereo not given)
  6.1	-0.1	-1.1	11.5	5.3	4.1	-3.6	10.2	9.3
CC(NC(=O)Nc1cccnc1)(C(F)(F)F)C(F)(F)F
  5.4	·	·	7.9	5.3	7.5	3.6	·	2.1
Cc1ccc(N(CC(N)=O)C2SC(=O)N(Cc3ccccc3)C2=O)cc1 (stereo not given)
  -7.4	3.3	6.2	9.8	-5.1	0.2	-5.5	1.8	0.6
CC1CCc2c(sc3c2C2=NS(=O)(=O)CCN2C=N3)C1 (stereo not given)
  10.9	0.6	-1.5	9.8	-6.7	-0.5	-2.5	16.9	-5.9
O=C(O)c1ccc(NS(=O)(=O)c2ccc(Cl)cc2)cc1
  0.6	4.3	4.4	5.7	-17.4	1.2	-1.2	4.7	-1.6
Cn1c(=O)c2cc(S(=O)(=O)NC(C(=O)NCc3cccnc3)c3ccccc3)ccc2n(C)c1=O (stereo not given)
  8.7	0.0	8.4	11.7	5.0	3.1	2.3	14.3	1.5
O=S(=O)(c1ccc(Cl)s1)N1CCN(c2ncccn2)CC1
  -4.5	-2.4	15.0	2.9	-18.4	-2.0	-3.1	12.7	-1.9
Cc1cc2oc(=O)cc(CN3CCCc4ccccc43)c2cc1C
  9.3	5.8	-9.4	5.6	12.7	3.9	2.1	24.0	3.9
C=CCn1c(=N)n(CC(=O)OC)c2ccccc21
  -1.0	3.4	18.4	·	-16.6	6.9	0.3	-9.3	-3.1
O=C(NCC1CCCO1)c1cc2ccccc2[nH]1 (stereo not given)
  10.9	2.5	3.0	4.2	8.0	5.4	-1.4	1.3	5.3
C=CCNC(=O)CN1CCC(O)(c2ccc(F)cc2)CC1
  3.3	0.5	-1.5	-12.6	7.1	0.7	-0.3	-6.1	0.3
Cc1ccc(-c2nc3nc4ccccc4nc3n2Cc2ccco2)cc1
  1.8	-0.2	-4.8	-8.7	-68.0	-0.7	-12.0	9.8	1.5
CC(C)Cn1c(Br)nc2c1c(=O)n(CCC#N)c(=O)n2C
  2.0	2.8	13.0	2.0	-15.4	6.5	-4.4	-4.0	-4.0
CCCCOc1cccc(NC(=O)CSc2nccn2C)c1
  6.6	8.6	3.9	2.6	4.8	4.6	1.3	6.6	-1.6
Cc1ccc(-c2nn[nH]n2)o1
  0.7	-2.2	-13.9	6.1	-7.5	11.4	5.4	1.6	-2.5

# Next part.
# Every second line gives: PKA inh	CatB mixtures	AP complement	Ec RNAP inh	RORA act	ROCK2 blocker	JNK3 blocker	CatS block	CatB block
CCCCNC(=O)CC(=O)Nc1ccccc1C(=O)O
  5.4	1.6	11.2	5.9	-8.3	7.1	-1.7	7.6	1.1
O=C(CSc1nc2ccsc2c(=O)n1-c1ccccc1)N1CCCC1
  4.0	-4.2	12.1	-0.5	13.4	·	·	-11.5	1.0
O=C(CSc1nnc2c(Cl)cc(Cl)cn12)N1CCN(S(=O)(=O)c2ccccc2)CC1
  9.2	-1.9	5.5	1.7	-14.8	9.3	-1.0	4.4	1.8
COc1ccc2cc(CN(Cc3ccco3)Cc3nnnn3C3CCCCC3)c(=O)[nH]c2c1
  0.0	-2.1	10.3	5.0	-4.4	-1.7	-6.1	0.6	-3.7
CCCn1nc(CC(=O)O)c2ccccc2c1=O
  -3.6	5.6	4.3	5.5	16.0	-9.7	6.4	-7.7	2.1
CCC(C)(C)n1nnnc1C(c1cc2cccc(C)c2[nH]c1=O)N1CCCC1 (stereo not given)
  1.1	5.1	3.5	11.3	-17.9	1.0	1.1	10.3	-0.8
COc1ccc(-c2nn(CC(=O)N(C)C)c(=O)c3ccccc23)cc1
  7.4	-1.3	20.0	7.2	-11.1	5.1	-1.4	3.7	4.4
